Assay outcomes as filed in PubChem BioAssay.
MEKK2 WT-MEK5: modulators of MEK5 binding to wildtype MEKK2, primary screen, biochemical, multiplex bead flow cytometry, Alexa488-MEK5 | Alexa488-MEK5 binding to MEKK2 WT; actives lie on both sides | AID 1531, 2009 | binding response (% of control), % at 10 µM | 1.1% of 290,000 active; in the data active = binding response below about 67% or above about 130%
UBC9 SUMO inh: inhibitors of in vitro SUMOylation cascade, primary screen, biochemical, HTRF, uHTS | HTRF SUMOylation assay, SAE1/SAE2 + UBC9 | inhibition, % at 35 µM | 0.36% of 290,000 active | AID 2006, 2009; in the data active = inhibition above about 50%, passing the limit was not always enough; note: strong numbers were not always called active
Target sequence (P63279 whole entry, looked up): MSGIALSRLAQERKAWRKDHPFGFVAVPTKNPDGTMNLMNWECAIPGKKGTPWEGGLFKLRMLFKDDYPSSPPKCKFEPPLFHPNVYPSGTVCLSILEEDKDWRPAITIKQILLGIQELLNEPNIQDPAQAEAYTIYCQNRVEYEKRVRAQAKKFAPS
MEKK2 mut-MEK5: MEK5 binding signal on mutant MEKK2 PB1, primary screen, biochemical, multiplex bead flow cytometry, Alexa488-MEK5; Alexa488-MEK5 binding to MEKK2 mutant; percent response, % at 10 µM; 0.35% of 290,000 active; in the data active = percent response above about 24%, passing the limit was not always enough; note: inactives centre near 1; some results filed as inactive read as strong as hits
VIM-2 inh: VIM-2 metallo-beta-lactamase inhibitors, primary screen, biochemical, epi-absorbance readout, Pseudomonas aeruginosa enzyme | purified VIM-2, nitrocefin hydrolysis, epi-absorbance fluorescence | inhibition, % at 5.6 µM | 0.89% of 290,000 active | AID 1527, 2009;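 active = inhibition above the mean of all tested compounds plus 3 SD, cutoff set per screening run, cut at about 7.5% in these data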;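 note: red hydrolysis product quenches plate fluorescence so inhibitors raise well fluorescence; 0% = enzyme with DMSO and 100% = DMSO without enzyme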
NALP1 yeast inh: NALP1 inflammasome inhibitors in reconstituted yeast, colorimetric, S. cerevisiae, triplicate retest; S. cerevisiae NALP1/ASC/caspase-1 growth, X-gal OD620, 72 h; inhibition, % at 10 µM; 0.61% of 280,000 active; AID 2071, 2009; in the data active = inhibition mostly above about 24%, no sharp cut-off; inactive = mostly below about 32%; note: some compounds called inactive have numbers as strong as hits
M18AAP inhibitor: PfM18AAP inhibitors, malaria aminopeptidase, primary screen, biochemical, QFRET, recombinant enzyme. M18 aspartyl aminopeptidase (Plasmodium falciparum 3D7). H-Glu-NHMec fluorogenic cleavage. inhibition, % at 7.35 µM. 1.2% of 290,000 active. AID 1822, 2009;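 active = inhibition above the campaign mean inhibition over all tested compounds plus 3 SD, cut at about 28% in these data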;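 note: 0% = plate median of test compound wells and 100% = 2 mM ZnCl2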
HCV NS3 hel inh: inhibitors of HCV NS3 helicase, primary screen, biochemical, Cy5 molecular beacon fluorescence; Hepatitis C virus NS3 helicase; NS3 helicase DNA unwinding; inhibition, % at 10.9 µM; 0.56% of 290,000 active; AID 1800, 2009;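 active = inhibition above the mean of all tested compounds plus 3 SD, set per campaign, cut at about 35% in these data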;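 note: 0% = DMSO wells and 100% = thioflavine S control wells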
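Assay system – hepatitis C virus NS3 helicase domain fragment enzyme · Buffer or medium – MOPS pH 6.5, MgCl2, DTT, Tween20, BSA · Reagent – Cy5/quencher beacon DNA duplex and ATP to start · Compound – single 10.9 µM dose · Timing – 1 h at 25 °C · Technique – Cy5 beacon fluorescence read at start and 1 h · Measure – % inhibition of unwinding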
IMP-1 inh: IMP-1 metallo-beta-lactamase inhibitors, primary screen, biochemical, epi-absorbance readout, Pseudomonas aeruginosa enzyme. inhibition, % at 5.6 µM. 0.45% of 290,000 active. metallo-beta-lactamase IMP-1 (Pseudomonas aeruginosa). purified IMP-1, nitrocefin hydrolysis, epi-absorbance fluorescence;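 active = inhibition above the mean plus 3 SD of all compounds in the same screening run, cut at about 4.5% in these data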;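 note: 0% = IMP-1 with DMSO and 100% = DMSO wells lacking enzyme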
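assay system = purified recombinant IMP-1 metallo-beta-lactamase enzyme | schedule = 15 min preincubation plus 25 min reaction at 25 °C | signal = Epi-absorbance fluorescence, 480 nm excitation, 530 nm emission | read-out basis = percent inhibition from optical density relative to buffer-blank wells | controls = IMP-1 with DMSO as 0%, enzyme-free DMSO as 100%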
FID counter: compounds displacing fluorescent DNA intercalator, primary screen, artefact control for HCV NS3 helicase inhibitor project, biochemical, FID fluorescence. inhibition, % at 7.9 µM. 0.17% of 290,000 active. DNA fluorescent intercalator displacement; in the data active = inhibition above about 37%;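 note: 0% = vehicle and 100% = reference compound; higher means more ethidium bromide displaced from hairpin DNA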
* = called active by the depositor; nt = not tested or not shown; [ ] = another dose, or the depositor's remark.

SMILES	MEKK2 WT-MEK5	UBC9 SUMO inh	MEKK2 mut-MEK5	VIM-2 inh	NALP1 yeast inh	M18AAP inhibitor	HCV NS3 hel inh	IMP-1 inh	FID counter
Cc1ccc2oc(C(=O)N(Cc3ccc(N(C)C)cc3)CC3CCCO3)c(C)c2c1 (centres undefined)	103	-8	1	0.1	6	10	-1	-2.1	-49
CCc1ccc(N2C(=O)/C(=C/c3cccs3)N(CC(=O)OC)C2=S)cc1	99	2	3	-0.2	1	4	0	-2.3	-5
CCCCC(=O)Nc1sc2c(c1C(=O)OCC)CCC(C=O)=C2Cl	87	8	-2	1.1	-21	-14	0	-1.5	1
CSc1ccccc1NC(=O)COc1ccc(Cl)cc1	102	4	0	-2.4	41	3	-7	-4.3	-20
Clc1ccccc1OCCCCN1CCNCC1	108	11	2	1.3	24	-9	-12	1.2	9
O=C1c2ccccc2C(=O)N1CSc1nnc(Nc2ccccc2F)s1	117	-19	24	-3.6	33	3	-8	-3.4	-6
CCN(CC(=O)NCc1ccc(F)cc1)S(=O)(=O)c1ccc(C)cc1	101	-3	0	-0.3	10	-2	-13	-1.6	-21
CCC(C)[C@H](NC(=O)NCc1ccccc1)C(=O)O (some centres undefined)	107	31	3	1.9	22	-8	5	0.6	4
O=C1NC2(CCCCCC2)C(=O)N1Cc1ccc(Br)cc1	93	5	-5	0.4	12	-14	4	0.3	-31
Cc1sc2nc[nH]c(=S)c2c1-c1ccccc1	101	11	4	-3.3	-5	0	15	-2.7	-8
O=S(=O)(Nc1ccc(-c2cn3cccnc3n2)cc1)c1ccccc1	86	15	-7	-1.5	12	3	-2	-2.7	-7
CCOC(=O)Cc1csc(NC(=O)Cc2ccccc2)n1	98	14	5	-1.2	-10	-3	3	-2.6	-14
O=C(NCc1nc(-c2ccc(C(F)(F)F)cc2)no1)Nc1ccc(F)cc1F	117	15	29	-3.8	nt	1	-1	-3.6	-4
CS(=O)(=O)N1CCN(c2ccccc2NC(=O)Cc2ccccc2)CC1	103	5	16	-0.9	5	-5	-3	-1.1	-20
CCN(CC)CCNc1nc(-c2ccc(OC(F)F)cc2)c(C)s1	121	0	2	-4.9	-20	-4	-70	0.1	20
COc1ccc(NS(=O)(=O)c2csc(C(=O)N3CCCC3)c2)c(OC)c1	102	5	-3	-0.7	9	11	8	-2.7	-12
CC(CCc1ccccc1)NC(=O)/C=C/c1ccc(Cl)cc1 (centres undefined)	112	-18	-1	-0.8	30	-7	-7	-6.3	-16
COc1ccc(C2N(C(C)=O)CCCN2S(=O)(=O)c2ccc(C)cc2)cc1 (centres undefined)	97	9	1	-2.2	0	0	-1	-1.6	-29
COc1ccc2c(c1)c(=O)oc1c(C)c(OC(C)C(=O)N[C@@H](Cc3c[nH]c4ccc(O)cc34)C(=O)O)ccc12 (some centres undefined)	104	24	3	-2.2	16	8	25	-4.2	4
CC(OC(=O)C1CC=CCC1C(N)=O)C(Cl)=C(Cl)Cl (centres undefined)	102	28	6	-2.2	19	11	-8	-2.8	1
CC(C)OC(=O)CSc1nc(N2CCOCC2)c2c(c1C#N)CC(C)(C)OC2	102	10	5	-0.3	-1	0	-6	-3.5	-40
O=C(Nc1cccc(S(=O)(=O)N2CCCCC2)c1)c1ccc(S(=O)(=O)C(F)F)cc1	97	-5	-5	-0.7	11	0	-17	-0.7	-11
Cn1c(NCc2ccco2)nc2c1c(=O)n(Cc1ccc(Cl)c(Cl)c1)c(=O)n2C	100	19	8	-2.1	18	-4	0	-0.5	0
CN(C(=O)CSc1nc(-c2ccc(C(C)(C)C)cc2)c(C#N)c(=O)[nH]1)C1CCCCC1	101	14	4	-0.9	7	-7	21	0.5	-15
O=C(CSc1nnc([C@@H]2CCCN2)o1)c1ccc(Cl)cc1	100	0	-1	-3.0	2	10	5	-0.9	-7

Carrying on:
SMILES	MEKK2 WT-MEK5	UBC9 SUMO inh	MEKK2 mut-MEK5	VIM-2 inh	NALP1 yeast inh	M18AAP inhibitor	HCV NS3 hel inh	IMP-1 inh	FID counter
Clc1ccc(-n2cnnn2)cc1	102	-21	5	1.0	23	-3	-1	1.0	0
COc1ccc(CN2CCN(S(=O)(=O)c3ccc(NC(C)=O)cc3)CC2)c(OC)c1OC	99	-7	-6	-0.1	17	-10	-7	-0.6	0
CCC(=O)Nc1cc(ON=C(C)C)cc([N+](=O)[O-])c1	92	-6	-2	-1.1	36	-7	-3	0.3	1
Cc1nnc(NC(=O)/C=C/c2ccco2)s1	104	26	4	-1.8	29	7	7	-2.7	-3
Cc1nc(NC(=O)COC(=O)c2cc3c(s2)CCC(C)C3)c(Cl)cc1Cl (centres undefined)	88	-10	-5	-3.0	27	-1	3	0.7	-6
CC1CCCCN1C(=O)C1COc2ccccc2O1 (centres undefined)	103	-5	1	-1.0	8	2	8	-1.6	-6
CCOc1ccc(C(=O)NC2CCN(S(C)(=O)=O)CC2)cc1	102	4	0	-0.1	14	-6	1	-2.0	1
COc1ccc(S(=O)(=O)N2CCCC2C(=O)Nc2ccc(O)cc2)cc1 (centres undefined)	100	16	-3	0.9	nt	3	-5	-1.0	1
Cc1ccc(Cn2c(=N)n(CC(=O)c3ccccc3)c3ccccc32)cc1	112	6	3	-1.6	23	-6	-28	-3.2	17
CC1CCCN(C(=O)Nc2cccc(NC(=O)N3CCCC(C)C3C)c2)C1C (centres undefined)	94	19	-9	-5.0	0	-4	-17	-1.3	-20
O=C1CNC(=S)N1Cc1ccccc1	102	19	-5	-3.2	-8	-2	13	-3.4	-3
COc1ccccc1-c1cc(C(=O)N/N=C/c2ccc(C)s2)c2ccccc2n1	nt	12	nt	-4.3	14	-3	0	-4.9	-13
CCCCCCCN1CCC(=O)N([C@H](CO)c2ccccc2)CC1	109	7	1	-0.7	28	-3	5	-1.4	-14
O=C1CC(c2ccc3c(c2)OCO3)c2cc3c(cc2N1)OCO3 (centres undefined)	106	6	3	-2.9	17	-5	-7	-2.2	-13
CCOc1ccc(S(=O)(=O)NCCC(=O)NCC(c2cccs2)N2CCOCC2)cc1 (centres undefined)	103	1	3	-1.0	3	3	-5	-3.1	-21
COc1ccccc1N(C(=O)c1snc(C(N)=O)c1N)C(C(=O)NCCC(C)C)c1ccco1 (centres undefined)	103	17	2	-4.9	22	-7	-12	-2.9	-29
COC(=O)c1cc(NC(=O)c2ccc(Cn3cc(Cl)cn3)o2)cc(C(=O)OC)c1	nt	28	nt	-1.5	12	-12	7	-6.0	7
Cc1ccccc1N1CCN(CCCN2C(=O)CC(=C(c3ccccc3)c3ccccc3)C2=O)CC1	116	-1	10	-2.8	nt	3	-20	-1.3	1
Cc1[nH]ccc(=O)c1OCc1ccc(Cl)cc1	99	-8	1	-1.3	29	-3	7	-1.9	-2
O=C(CCc1nnc(C2CCCCC2)o1)N1CCN(c2ccccc2F)CC1	101	5	3	-2.7	0	-5	-8	-0.1	-32
S=c1[nH]nc(-c2ccccc2)n1/N=C/c1cccc(Br)c1	102	0	-1	6.3	11	8	0	0.9	-19
C=CCn1c(-c2cc3cccc(OC)c3o2)n[nH]c1=S	84	17	-3	0.9	-11	33*	-5	0.8	-20
CN(C)Cc1nc2ccccc2c(=O)n1CC#N	104	4	-1	-1.4	10	3	-3	-3.0	4
CC(OC(=O)Cn1nnc2ccccc21)C(=O)NC1CCCC1 (centres undefined)	102	-8	-2	-3.2	10	3	6	-2.4	-4
O=C(COc1ccccc1)OCc1csc(Nc2ccccc2)n1	94	-1	-2	-1.5	33	-1	1	-2.7	-19

Additional results.
SMILES	MEKK2 WT-MEK5	UBC9 SUMO inh	MEKK2 mut-MEK5	VIM-2 inh	NALP1 yeast inh	M18AAP inhibitor	HCV NS3 hel inh	IMP-1 inh	FID counter
COC(=O)CN1C(=O)C(O)(CC(=O)c2cccc(Br)c2)c2ccccc21 (centres undefined)	106	4	3	-4.7	10	-9	0	-1.0	-13
Cc1c(Br)cc(C(=O)OC2CCN(C)CC2)c(C)c1C	107	5	-3	13*	8	-14	-54	0.2	25
Cc1ccc(-n2c(=O)c3sccc3n(CC(=O)NCC3CCCO3)c2=O)cc1F (centres undefined)	97	13	-2	-1.7	-22	-1	-7	0.7	-3
COC(=O)c1ccccc1NC(=O)Cn1c(SC)c(F)cnc1=O	103	10	6	-3.9	30	2	2	-0.4	1
O=C(O)CCC(=O)NNC(=O)CCC(=O)NCc1ccccc1	101	-2	-5	-1.6	-9	-1	-1	-2.3	4
O=C(c1ccc(F)cc1)C1CCN(Cc2cn[nH]c2-c2ccccc2)CC1	81	-8	-33	-0.1	3	-3	-3	1.3	10
COc1ccc(CN(C)C(=O)c2oc3ccccc3c2CSC)cc1F	108	-7	9	-1.9	10	5	-6	-4.3	-38
CS(=O)(=O)N(CC(=O)NCCSCc1ccccc1)c1ccccc1Br	99	7	-1	1.4	15	-10	-2	1.6	-27
COc1ccccc1NC(=O)c1ccccc1C(=O)O	94	-9	-2	0.3	-11	-11	-3	1.0	2
CC(=C/C(=O)O)/C=C/c1ccco1	94	-4	-2	-0.1	34	0	-1	-2.3	3
CC(Nc1ccccc1)C(=O)Nc1ccc(F)cc1 (centres undefined)	88	-10	-6	-2.8	33	-17	9	-2.2	-3
NS(=O)(=O)c1ccc(NC(=O)CCCCC(=O)Nc2ccc(S(N)(=O)=O)cc2)cc1	97	-8	-2	-0.1	26	6	-19	-0.4	-11
CC(=O)N1CCN(c2ccccc2NC(=O)c2ccc3ccccc3c2)CC1	94	5	-5	-0.8	13	-5	-1	0.6	-29
CCN(Cc1ccccc1)C(=O)CS(=O)(=O)c1ccccc1	97	12	-6	-1.2	23	-17	2	-2.3	-1
COC(=O)c1ccc(CN2CCCC(C(=O)c3cc(F)ccc3OC)C2)cc1 (centres undefined)	107	-11	8	0.2	9	2	0	-3.6	2
Cn1c(SCc2cccnc2)nc2c(c1=O)SCC2	95	5	-2	5.0	-12	4	9	-3.0	0
COc1ccc(C(CC(=O)N2CCCC(C)C2)c2c(OC)cc(OC)c3ccc(=O)oc23)cc1 (centres undefined)	81	2	3	nt	6	nt	nt	nt	nt
CCCCC1(C)Cc2ccccc2C(=S)N1 (centres undefined)	2.0*[inhibitor]	-2	-16	-2.9	5	1	-2	-1.8	-2

Sorted by length of the SMILES (low to high): 3 of the compounds above.
SMILES	MEKK2 WT-MEK5	UBC9 SUMO inh	MEKK2 mut-MEK5	VIM-2 inh	NALP1 yeast inh	M18AAP inhibitor	HCV NS3 hel inh	IMP-1 inh	FID counter
CC(=C/C(=O)O)/C=C/c1ccco1	94	-4	-2	-0.1	34	0	-1	-2.3	3
CC(Nc1ccccc1)C(=O)Nc1ccc(F)cc1 (centres undefined)	88	-10	-6	-2.8	33	-17	9	-2.2	-3
COC(=O)CN1C(=O)C(O)(CC(=O)c2cccc(Br)c2)c2ccccc21 (centres undefined)	106	4	3	-4.7	10	-9	0	-1.0	-13
